Assay outcomes: PubChem, Broad Institute
XiGFP reactiv: X-chromosome reactivation activator; activation, % at 7.58 µM; XiGFP mouse fibroblasts, % GFP-positive cells imaging, 3 d; cells co-treated with 5-aza-dC sensitizer; scaled so ellipticine positive control = 100%; AID 743238; 360,000 tested, 0.055% active;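 active = mean normalized replicate activation at least 10% and every replicate at or above 10%; inconclusive = only one of the two criteria met; inactive = mean below 10% and not all replicates reach 10%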;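 also: 0% = median of on-plate neutral control wells and 100% = ellipticine 6 µM median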
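System: SV40-immortalized XiGFP fibroblast cells, line 68-5-11 / Incubation: 3-day compound exposure, then 15 min fixation at room temperature / Compound: single concentration per compound, delivered by pin transfer / Buffer or medium: DMEM plus 5-aza-dC sensitizer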
CASP6 VEID inh: caspase-6 (human) enzyme inhibition | P55212 | purified caspase-6, Z-VEID-R110 cleavage fluorescence | inhibition, % at 12.5 µM | 350,000 tested, 0.53% active | AID 686996;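 active = mean inhibition across replicates at least about 35%, with every replicate also reaching that limit, limit read from the data; inconclusive = only one of the two criteria met; inactive = neither criterion met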;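 also: 0% = median of neutral control wells and 100% = no fluorescence left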
Target sequence (P55212 24-179 limits assumed): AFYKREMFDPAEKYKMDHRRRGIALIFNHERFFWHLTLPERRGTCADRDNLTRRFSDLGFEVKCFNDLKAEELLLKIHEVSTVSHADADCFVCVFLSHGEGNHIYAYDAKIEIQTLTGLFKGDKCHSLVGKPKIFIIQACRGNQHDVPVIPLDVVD
Target sequence (P55212 194-293 limits assumed): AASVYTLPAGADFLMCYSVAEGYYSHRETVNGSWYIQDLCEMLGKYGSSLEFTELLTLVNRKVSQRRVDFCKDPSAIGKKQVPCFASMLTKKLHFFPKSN
RAD52 anneal inh: blocks human RAD52 DNA annealing; P43351; recombinant RAD52 DNA annealing, FRET fluorescence; inhibition, % at 18.7 µM; 360,000 tested, 0.46% active; AID 651710;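 active = every replicate showing at least 50% inhibition; inconclusive = mean inhibition at least 50% but not in every replicate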
DENV2 CPE rescue: DENV2-induced cell death inhibition. DENV2-infected cells, cytopathic effect rescue, plate reader. CPE inhibition, % at 9.99 µM. 350,000 tested, 1.7% active. AID 651640; in the data active = CPE inhibition above about 20%, passing the limit was not always enough; inconclusive = no clear call, values can overlap the other calls; tested in BHK-21 cells;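 also: 0% = median of neutral control wells and 100% = median of positive control wells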
RAD54 branch: RAD54 (human) branch migration inhibition; RAD54 Holliday junction branch migration, FAM/BHQ fluorescence; inhibition, % at 10.4 µM; 360,000 tested, 0.14% active;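 active = mean normalized replicate activity at least 40 and at least half of replicates scoring 40 or more; inconclusive = only one of the two criteria met; inactive = mean below 40 and under half of replicates reaching 40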;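 also: 0% = median of neutral control wells and 100% = median of positive control wells; inhibitors cause a drop in the FAM fluorescence signal; in these data hits start at about 50%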
Target sequence (Q92698 whole entry, looked up): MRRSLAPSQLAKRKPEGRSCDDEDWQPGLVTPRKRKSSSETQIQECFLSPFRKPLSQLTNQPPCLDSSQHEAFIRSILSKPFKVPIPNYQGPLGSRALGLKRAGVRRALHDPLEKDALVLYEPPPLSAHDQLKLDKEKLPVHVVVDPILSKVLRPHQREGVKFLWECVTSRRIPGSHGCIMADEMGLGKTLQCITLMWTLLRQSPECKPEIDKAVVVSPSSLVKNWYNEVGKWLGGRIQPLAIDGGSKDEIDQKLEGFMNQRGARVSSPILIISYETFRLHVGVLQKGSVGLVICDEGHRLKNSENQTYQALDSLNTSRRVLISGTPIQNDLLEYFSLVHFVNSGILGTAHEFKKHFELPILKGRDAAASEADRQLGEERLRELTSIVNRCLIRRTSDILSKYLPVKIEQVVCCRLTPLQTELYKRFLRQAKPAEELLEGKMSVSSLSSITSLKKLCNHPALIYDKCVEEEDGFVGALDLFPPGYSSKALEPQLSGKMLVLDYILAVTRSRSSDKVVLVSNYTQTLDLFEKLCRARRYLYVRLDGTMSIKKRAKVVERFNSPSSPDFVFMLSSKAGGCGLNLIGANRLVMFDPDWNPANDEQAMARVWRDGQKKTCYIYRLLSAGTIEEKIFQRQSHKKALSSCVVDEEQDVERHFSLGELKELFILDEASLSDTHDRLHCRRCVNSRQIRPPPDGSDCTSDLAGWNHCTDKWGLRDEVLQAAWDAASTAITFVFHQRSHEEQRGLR
F508del corr: CFTR F508del correction in bronchial cells | CFBE cells, YFP halide quenching; stimulated with forskolin plus potentiator P3; % fluorescence drop versus neutral controls | activity (quench increase), % at 7.58 µM | 350,000 tested, 0.36% active;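 active = mean added fluorescence quench of at least 8% versus neutral control, with both replicates also reaching 8%; inconclusive = only one of the mean or replicate conditions met; inactive = mean below 8% and not both replicates reaching 8%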;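 also: cells transiently co-express mutant CFTR-F508del with the halide-sensitive YFP; corrector assay measuring rescue of mutant channel to the surface after 24 h compound exposure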
E-selectin induc: E-selectin induction on HUVECs | activation, % at 7.58 µM | 260,000 tested, 0.37% active | AID 686992 | P16581 | HUVEC E-selectin immunofluorescence imaging; normalized: neutral wells 0, TNF-alpha wells 100;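 active = mean E-selectin-positive cell signal at least 10% of the positive control, reached in at least 60% of replicates, without over 20% cell loss; inconclusive = no rule given, readout overlaps actives, possibly toxicity-flagged; inactive = the rest, including those meeting only one limit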;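 also: in these data hits start at about 27%; measured in HUVEC primary endothelial cells; signal is the percent of cells scored E-selectin positive by PE staining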
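Assay system: HUVEC primary endothelial cells. Input: 3,000 HUVEC seeded per well. Doses: one compound dose added by pin transfer. Read-out basis: % PE-positive cells. Benchmarks: TNF-alpha high, DMSO low. Detection: immunofluorescence imaging. Buffer or medium: EGM-2, gelatin.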
INS-1E GSIS act: GLuc luminescence reporter in INS-1E cells, primary screen for activators of glucose-dependent secretion of insulin; activation, % at 16.6 µM; AID 743287; INS-1E GLuc reporter insulin secretion, 2-3 h; 370,000 tested, 0.61% active;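 active = lowest replicate activation of at least 40%, so every replicate reaches that level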;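 also: 0% = median of neutral control wells and 100% = median of IBMX positive control wells; some compounds called inactive have numbers as strong as hits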
Active calls of the source: *; ? = inconclusive; . = no result given.

Order of results – XiGFP reactiv	CASP6 VEID inh	RAD52 anneal inh	DENV2 CPE rescue	RAD54 branch	F508del corr	E-selectin induc	INS-1E GSIS act
C[C@@H]1CN([C@H](C)CO)C(=O)c2cccc(NS(=O)(=O)c3ccccc3)c2O[C@H]1CN(C)CC1CC1
 : 0.0	2	18	-9	-3	-0.2	-10	0
C(CCCN1CCCCC1)CCN1CCCCC1
 : ?	-30	5	4	-4	-0.3	.	.
C[C@H](CO)N1C[C@H](C)[C@@H](CN(C)C(=O)Cc2ccccn2)Oc2ncc(/C=C/c3ccccc3)cc2C1=O
 : 0.0	-1	6	-5	-6	-0.6	.	-22
O=C(CCC1CCCN(Cc2ccc3c(c2)CCO3)C1)NCc1ccc(F)c(F)c1 (stereo not given)
 : 0.0	-4	-11	11	4	-1.6	0.1	-7
CC(CN1CCCCC1)OC(=O)COc1ccc(Br)cc1 (stereo not given)
 : 0.0	2	13	2	-3	-4.5	0.1	-1
Cc1ccccc1NC(=O)Cn1nnc2ccccc21
 : 0.0	6	-7	1	.	2.6	.	-9
O=C(Nc1ccc(F)cc1)N[C@@H]1CC[C@H](CCNS(=O)(=O)c2cccc(Cl)c2)O[C@@H]1CO
 : -0.2	-5	-16	-13	-8	5.4	-0.5	-20
COc1ccc(/C=N/NC(=O)c2cc(OC)c(OC)c(OC)c2)cc1CN1CCc2cc(OC)c(OC)cc2C1C (stereo not given)
 : 0.0	-7	53*	2	.	-2.3	2.4	-22
CCOc1cc2[nH]c(=S)n(Cc3ccc(C(=O)O)cc3)c(=O)c2cc1OCC
 : 0.3	4	4	3	-6	-1.6	0.0	.
C=CCNC(=O)C1CC(=O)N(c2ccc(OCC(=O)N3CCCC3)cc2)C1 (stereo not given)
 : 0.2	4	-8	1	-72	0.8	0.0	1
O=C(CNC(=O)c1cccc(Cl)c1)NCC(c1cccs1)N1CCOCC1 (stereo not given)
 : -0.2	-2	-16	-9	0	1.4	0.1	-3
O=C(C[C@@H]1CC[C@@H](NC(=O)CC2CC2)[C@H](CO)O1)NCc1ccc(Cl)cc1
 : -0.1	-4	11	4	1	0.4	0.3	22
O=C(C[C@H]1C[C@H]2c3cc(NC(=O)NC4CCCCC4)ccc3O[C@H]2[C@@H](CO)O1)NCc1ccccc1
 : 0.4	-2	-3	-2	-5	2.8	0.8	2
CCCN(C)C[C@H]1Oc2ncc(-c3cccc(C(=O)N(C)C)c3)cc2C(=O)N([C@H](C)CO)C[C@H]1C
 : -0.4	1	-6	-5	-11	-1.8	2.9	-1
CCc1nn2c(=O)cc(COC(=O)c3ccc(SC)cc3OC)nc2s1
 : 0.3	0	-19	5	6	-1.2	.	7
CN(C)CCNC(=O)c1ccc2c(c1)NC(=O)c1ccccc1S2
 : 0.2	2	-9	-1	10	-1.2	.	30
C[C@H]1CN([C@@H](C)CO)C(=O)c2cccc(NC(=O)C3CCOCC3)c2O[C@H]1CN(C)C
 : 0.0	-1	-15	2	-4	1.5	-0.3	-1
COc1ccc(NC(=O)N(C)C[C@H]2Oc3ccc(NC(=O)Nc4c(C)noc4C)cc3C(=O)N([C@@H](C)CO)C[C@H]2C)cc1
 : 0.0	.	.	3	0	2.1	-1.8	-8
Cc1cccc(OCC(=O)Nc2cc(S(=O)(=O)N3CCCCC3)ccc2N2CCN(C)CC2)c1
 : 0.0	4	-3	4	.	-1.4	5.5	-38
COc1cccc(N(CC(=O)NC2CCCCC2)C(=O)CCC(=O)Nc2nccs2)c1
 : 0.4	1	-13	-3	-1	4.9	0.4	2
COc1ccc(N(CC(=O)Nc2ccc3c(c2)OCO3)S(=O)(=O)c2ccccc2)cc1OC
 : -0.2	-1	-11	1	3	-1.8	2.5	-1
Cc1cc(C(=O)Nc2cccc3c2O[C@H](CN(C)S(=O)(=O)c2ccc(Cl)cc2)[C@@H](C)CN([C@@H](C)CO)C3=O)n(C)n1
 : 0.1	3	-7	5	-17	-4.7	-0.4	-13
COc1ccc(NS(=O)(=O)c2cccc(C(=O)NCC(c3ccco3)N3CCCCC3)c2)cc1 (stereo not given)
 : 0.5	2	-13	8	-2	3.0	.	-21
Cc1ccc(/C=C/C(=O)Nc2sc(C)c(C)c2C(=O)OC(C)C)o1
 : 0.1	.	.	.	5	.	0.0	5
COc1ccc(C(=O)N(Cc2nc(-c3ccc(C)cc3)no2)C(C)C)cc1OC
 : 0.3	1	-1	7	1	-1.4	0.0	-22
O=C(Nc1ccc(N2CCOCC2)cc1)c1cccc(S(=O)(=O)N2CCCCCC2)c1
 : 0.0	-2	-25	4	-3	-1.1	.	-12
CC1(C)Cc2c(c(N3CCOCC3)nc3sc(C(=O)Nc4ccccc4)c(N)c23)CO1
 : 0.0	5	-5	0	0	0.9	0.0	-5
O=C1CC(C(=O)Nc2ccc(Cl)cc2)n2ncnc2N1 (stereo not given)
 : 0.6	-1	-17	14	.	-1.3	0.5	8
O=C(c1ccc(OC2CCN(Cc3ccccn3)CC2)cc1)N1CCCCCC1
 : -0.1	-11	-36	9	7	1.4	0.2	-11
Cc1ccc(C2=NNC(=O)C(c3c[nH]c4ccccc34)C2)cc1 (stereo not given)
 : 0.5	.	-2	.	.	-4.0	2.0	7
CCN(C(=O)COC(=O)C1=COCCO1)c1ccccc1
 : 0.1	0	5	-5	-17	4.6	0.3	0
COC(=O)c1ccc(NC(=O)COc2coc(CN3CCc4ccccc43)cc2=O)cc1
 : 0.4	4	-10	6	-3	-0.6	0.2	14
CN(CC(=O)Nc1cccc(F)c1)C(=O)c1ccc(N2CCCCC2)c([N+](=O)[O-])c1
 : -0.7	3	-13	-4	.	0.3	0.9	-62
O=C(Cn1ncc2c3ccccc3n(Cc3ccccc3F)c2c1=O)NCC1CCCO1 (stereo not given)
 : -0.1	-2	0	-2	4	1.5	0.0	14
O=C(O)C(Cc1c[nH]c2ccccc12)N1CCS(=O)(=O)CC1 (stereo not given)
 : 0.0	1	-7	?	.	-3.6	.	-8
Cc1noc(C)c1NC(=O)N(C)C[C@@H]1Oc2c(NC(=O)Nc3ccc4c(c3)OCO4)cccc2C(=O)N([C@H](C)CO)C[C@H]1C
 : 0.0	-2	-2	1	-6	2.1	-0.1	11
Cc1noc(C)c1NC(=O)N(C)C[C@@H]1Oc2ccc(NS(=O)(=O)c3cn(C)cn3)cc2C(=O)N([C@H](C)CO)C[C@@H]1C
 : 0.2	0	-24	-3	9	0.6	-1.9	12
CC1CCCC(NC(=O)COC(=O)c2sc3ccccc3c2Cl)C1C (stereo not given)
 : 0.0	4	0	.	-7	-0.7	.	2
CCCn1c(SCC(=O)Nc2cccc(S(=O)(=O)N3CCCC3)c2)n[nH]c1=O
 : 0.0	-1	-4	7	.	-2.0	8.1	0
CCOC(=O)c1cccc(-c2c(-c3ccccc3)ncc3cc(OC)c(OC)cc23)c1
 : 0.0	-3	-24	-12	2	2.7	0.1	32
O=C(Nc1ccccc1F)N1C[C@H]2[C@@H](c3ccccc31)[C@H](CO)N2C(=O)c1ccccn1
 : 0.2	3	-5	1	-3	-0.4	0.2	7
CCOC(=O)Nc1cc(NC(=O)OCC)ncn1
 : 0.0	1	-10	11	-9	3.4	-0.1	9
COc1ccc(CN(C)CC(=O)N(C)CC(=O)Nc2ccccc2Br)cc1F
 : 0.3	-3	-25	0	-11	-5.3	.	-2
CCOc1ccc(-n2c(C)cc(/C=C3/C(=N)N4C(=NC3=O)SN=C4S(C)(=O)=O)c2C)cc1
 : 0.1	28	-65	-5	.	5.2	.	-9
COc1ccc(NC(=O)Nc2ccc3c(c2)[C@@H]2C[C@@H](CC(=O)NCc4ccc5c(c4)OCO5)O[C@H](CO)[C@@H]2O3)cc1
 : -0.1	-1	-13	0	1	-1.1	0.5	11
CCOC1=C2CN(S(=O)(=O)c3ccc(C)cc3)C(c3ccccc3)CC2N(S(=O)(=O)c2ccc(C)cc2)C(c2ccc(Br)cc2)C1 (stereo not given)
 : 0.0	-2	-2	15	.	1.8	-0.3	9
Cc1ccc(S(=O)(=O)NCCSc2ncccn2)cc1
 : 0.0	0	-8	-5	.	-1.6	2.4	6
Cc1cc(OC(=O)c2ccc(Cl)cc2Cl)c([N+](=O)[O-])c(=O)[nH]1
 : 0.0	9	-11	0	-4	5.1	-0.1	2
C/C(=N\NC(=O)c1c(Cl)cnn1C)c1cccc(NC(=O)c2ccc(C)cc2)c1
 : 0.2	2	-2	16	-26	-3.1	-0.1	-1
C[C@H](CO)N1C[C@H](C)[C@H](CN(C)C(=O)c2cccc(F)c2)Oc2ncc(-c3ccccc3)cc2C1=O
 : 0.0	.	.	.	.	-0.2	0.1	1
C[C@@H]1CCCCO[C@H](CN(C)Cc2ccc(C(F)(F)F)cc2)[C@@H](C)CN([C@H](C)CO)C(=O)c2cc(NC(=O)Nc3ccc(C(F)(F)F)cc3)ccc2O1
 : 0.1	.	.	-9	-12	-0.8	3.8	-3
CC(NS(=O)(=O)c1ccc2c(c1)C(C)(C)C(=O)N2C)c1ccccc1 (stereo not given)
 : 0.6	-1	5	-2	-3	2.3	-0.1	2
Cc1ccc(C2=NS(=O)(=O)N(C)C(C(=O)Nc3cc(C)n(CC(=O)N4CCCCC4)n3)=C2)cc1
 : 0.0	0	10	-3	3	0.6	.	.
C[C@@H]1CN([C@@H](C)CO)C(=O)Cc2cc(NC(=O)Nc3cccc4ccccc34)ccc2O[C@@H]1CN(C)C(=O)Nc1ccccc1
 : -0.1	-1	26	13	-7	1.5	0.6	-3
COc1ccc(NC(=O)Nc2ccc3c(c2)C(=O)N([C@H](C)CO)C[C@@H](C)[C@@H](CN(C)C(=O)Nc2ccc4c(c2)OCO4)OCCCC[C@@H](C)O3)cc1
 : 0.1	0	-6	-5	8	-1.6	-0.1	17
O=C(CCNC(=O)c1ccc([N+](=O)[O-])cc1)Nc1ccc(Cl)c(S(=O)(=O)N2CCOCC2)c1
 : 0.1	1	-6	6	5	1.8	.	-16
CSc1nc(NS(=O)(=O)c2cc(Br)ccc2Br)cc(=O)[nH]1
 : 0.2	22	-4	0	8	1.9	.	28
COc1ccc(Cl)cc1S(=O)(=O)N1CCN=C1Cc1ccccc1
 : 0.6	-2	-13	7	9	-0.3	-0.1	17
CO[C@H]1CN(C)C(=O)c2ccc(NC(=O)c3ccccc3)cc2OC[C@@H](C)N(CC2CC2)C[C@H]1C
 : 0.4	1	-3	9	2	-4.0	-0.2	13
CN(C)c1nc(NNC(=O)c2ccccc2)nc(N(C)C)n1
 : 0.1	-2	-18	-5	-3	1.1	0.2	-26
CC(C)CCC1(C)NC(=O)N(CC(=O)c2ccc[nH]2)C1=O (stereo not given)
 : 0.0	10	-22	-1	-7	2.7	3.8	-12
CC(C)(C)C(=O)Nc1cc(C(F)(F)F)ccc1-n1ccnc1
 : 0.3	3	-11	-5	.	0.3	-0.1	14
O=C(CC1C(=O)NCCN1Cc1c(F)cccc1Cl)NCCc1ccccn1 (stereo not given)
 : 0.3	1	-15	-7	.	1.8	0.0	4
